# Screening data from PubChem BioAssay.
# ADAM17 inh: inhibitors of human ADAM17. inhibition, % at 6.95 µM. AID 720648. recombinant ADAM17, EDANS/DABCYL FRET peptide cleavage. 370,000 tested, 0.83% active;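 active = inhibition above the mean of compounds lying between control limits plus 3 SD, set per campaign, cut at about 8.5% in these data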;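 note: 0% = DMSO-only wells as the low control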
# Target sequence (P78536 215-824 limits assumed): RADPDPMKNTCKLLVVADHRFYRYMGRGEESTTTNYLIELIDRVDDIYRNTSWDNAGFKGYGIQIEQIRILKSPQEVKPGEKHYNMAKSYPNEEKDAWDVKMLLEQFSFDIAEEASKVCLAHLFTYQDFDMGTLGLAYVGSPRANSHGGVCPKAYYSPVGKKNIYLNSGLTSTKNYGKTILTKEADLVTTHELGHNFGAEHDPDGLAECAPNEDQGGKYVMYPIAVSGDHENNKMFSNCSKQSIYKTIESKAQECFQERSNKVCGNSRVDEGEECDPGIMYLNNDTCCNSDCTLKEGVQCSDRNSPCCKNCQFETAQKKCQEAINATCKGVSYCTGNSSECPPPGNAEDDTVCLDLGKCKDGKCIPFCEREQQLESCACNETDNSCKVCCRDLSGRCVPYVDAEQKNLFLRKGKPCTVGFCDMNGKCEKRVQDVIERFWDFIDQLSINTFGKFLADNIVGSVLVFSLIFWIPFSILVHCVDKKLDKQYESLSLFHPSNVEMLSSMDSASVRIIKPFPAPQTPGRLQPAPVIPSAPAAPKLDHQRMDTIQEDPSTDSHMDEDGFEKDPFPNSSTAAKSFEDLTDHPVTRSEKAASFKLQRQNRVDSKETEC
# FXN GAA850 act: increases GAA850 frataxin promoter reporter activity; HEK293 lucGAA850 FXN promoter luciferase reporter, 24 h; percent of 10 µM SAHA response; activation, % at 6 µM; 360,000 tested, 0.56% active; AID 540364;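 active = activation above the average of all compounds screened plus 3 SD, cutoff fixed separately per campaign, cut at about 7.5% in these data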;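 note: 0% = DMSO wells and 100% = 10 µM SAHA wells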
# DAX1 inh-1: inhibitors of human orphan nuclear receptor DAX1 (NR0B1); AID 504766; 340,000 tested, 0.99% active; inhibition, % at 6.75 µM; P51843; HEK293 Gal4-DAX1 luciferase reporter, luminescence;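 active = inhibition above the mean over all tested compounds plus 3 SD, cut at about 4.2% in these data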;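 note: 0% = DAX1-transfected cells with DMSO and 100% = empty-vector control cells with DMSO; inhibition shows as a rise in luminescence from relieved DAX1 repression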
# HGIII-sPLA2 inh: Inhibits HGIII-sPLA2 liposome hydrolysis, primary screen; AID 743126; inhibition, % at 12.2 µM; 370,000 tested, 0.56% active; QFRET BODIPY PC-A2 liposome hydrolysis, fluorescence; Q9NZ20;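 active = inhibition above mean plus 3 SD of compounds lying within the high and low control bounds, cut at about 19% in these data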;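 note: 0% = median of test compound wells and 100% = no enzyme DMSO wells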
# hcDAF-12 act: activates DAF-12 receptor from parasite H. contortus. AID 652067. activation, % at 6.8 µM. 370,000 tested, 1.4% active. HEK293 hcDAF-12 lit1-tk-luc reporter, luminescence; 0% DMSO, 100% Δ7-dafachronic acid;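 active = activation above the mean of all tested compounds plus 3 SD, cut at about 5.5% in these data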;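 note: 100% = response to 3 µM Δ7-dafachronic acid high control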
# ssDAF-12 act: activates DAF-12 receptor from parasite S. stercoralis. HEK293 ssDAF-12/GRIP1 lit1-tk-luc reporter, luminescence; % of 3 µM dafachronic acid response. activation, % at 6.8 µM. 370,000 tested, 1% active. AID 652126;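 active = activation above the mean over all tested compounds plus 3 SD, cut at about 0.9% in these data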;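 note: 0% = DMSO-only wells and 100% = 3 µM delta7-dafachronic acid wells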
# PLC-gamma1 inh: blocks human PLC-gamma1 enzyme activity; purified PLC-gamma1, fluorogenic substrate, fluorescence; 370,000 tested, 0.84% active; inhibition, % at 12.2 µM; P19174; AID 720700; in the data active = inhibition above about 9.5%
# PLC-beta3 inh: PLC-beta3 (human) inhibition, primary screen; Q01970; Purified PLC-beta3, fluorogenic substrate, fluorescence; inhibition, % at 12.2 µM; 370,000 tested, 0.18% active; AID 720704; in the data active = inhibition above about 11%;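 note: 0% = median of compound wells on plate and 100% = full blocker control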
# ADAM10 inh: ADAM10 inhibition, QFRET primary screen; AID 720582; inhibition, % at 7 µM; recombinant ADAM10, EDANS/DABCYL FRET peptide cleavage, 3 h; 370,000 tested, 0.62% active; O14672;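 active = inhibition above a per-campaign cutoff equal to the mean of compounds falling between control-based bounds plus 3 SD, cut at about 20% in these data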;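 note: 0% = DMSO wells while the 100% control is not disclosed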
# Target sequence (O14672 214-748 limits assumed): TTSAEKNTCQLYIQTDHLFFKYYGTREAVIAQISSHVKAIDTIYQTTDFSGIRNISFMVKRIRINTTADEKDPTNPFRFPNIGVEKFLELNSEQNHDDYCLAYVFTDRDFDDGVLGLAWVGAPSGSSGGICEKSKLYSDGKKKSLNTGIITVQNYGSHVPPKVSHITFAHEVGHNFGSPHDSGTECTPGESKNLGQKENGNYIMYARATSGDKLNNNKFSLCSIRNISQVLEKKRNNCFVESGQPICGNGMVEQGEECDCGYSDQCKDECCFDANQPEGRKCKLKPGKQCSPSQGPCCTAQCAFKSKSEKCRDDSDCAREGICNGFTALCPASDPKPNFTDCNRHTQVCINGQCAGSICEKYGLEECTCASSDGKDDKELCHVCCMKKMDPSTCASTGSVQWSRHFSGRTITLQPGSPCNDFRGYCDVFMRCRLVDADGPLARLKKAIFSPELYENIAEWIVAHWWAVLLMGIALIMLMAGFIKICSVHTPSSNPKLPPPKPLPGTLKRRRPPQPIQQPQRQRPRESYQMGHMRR
# hgDAF-12 ag: activates the H. glycines DAF-12 receptor ligand-binding domain | HEK293 GAL4-hgDAF12 UAS-luciferase reporter, agonist luminescence; normalized to butyrate control | activation, % at 6.8 µM | 370,000 tested, 1.8% active | AID 687014;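 active = activation above a cutoff set at the mean of all screened compounds plus 3 SD, cut at about 10% in these data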;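 note: 0% = DMSO wells and 100% = sodium butyrate wells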
# DAX1 inh-2: blocks DAX1 repression of SF-1 activated StAR promoter; 370,000 tested, 1.1% active; AID 652010; inhibition, % at 6.8 µM; HEK293T StAR-luciferase reporter, SF-1/DAX-1 repression relief;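 active = inhibition above the mean over all tested compounds plus 3 SD, cut at about 3.6% in these data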;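 note: 0% = DAX-1 cells with DMSO and 100% = cells lacking DAX-1 with DMSO; higher inhibition means more luminescence from relief of DAX-1 repression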
# An asterisk follows results filed as active; i = inactive; / = no result given.
SMILES,ADAM17 inh,FXN GAA850 act,DAX1 inh-1,HGIII-sPLA2 inh,hcDAF-12 act,ssDAF-12 act,PLC-gamma1 inh,PLC-beta3 inh,ADAM10 inh,hgDAF-12 ag,DAX1 inh-2
CON(C)S(=O)(=O)c1cccc(C(=O)Nc2ccc(S(=O)(=O)NC3=NCCCCC3)cc2)c1,-2,1.4,-1.2,-5,-2.6,-1.4,-2,-6,-4,-2.9,-1.8
Cc1cc(C)cc(C(=O)NCC(=O)OCC(=O)N2CCCC2)c1,-1,0.0,1.1,2,-0.3,-1.5,1,3,2,2.2,-0.2
Cc1ccc(C(=O)N/C(=C\c2ccco2)C(=O)NCCN2CCCCC2)cc1C,-6,-0.4,0.1,-2,-1.4,-1.4,-1,-7,0,0.5,0.0
Cc1csc(=O)n1CCC(=O)OCc1nnc(-c2ccccc2Cl)o1,0,1.6,0.9,4,-1.2,-1.4,-2,-6,-10,1.9,1.4
CCN(CCCNC(=O)C1CCC(=O)N1Cc1ccc(C)cc1)c1cccc(C)c1 (configuration not stated),-3,-2.4,0.1,-1,-3.0,-1.1,-4,-2,3,-2.8,-0.2
O=C(NC1CCCc2ccccc21)c1cn2ccccc2n1 (configuration not stated),2,3.4,-0.1,1,1.1,-0.9,-1,-4,0,2.4,0.3
CC1CC(=O)Nc2ccccc2N1S(=O)(=O)c1ccc(F)cc1F (configuration not stated),-1,1.3,1.1,-5,2.9,-0.8,3,-8,1,1.2,0.2
CN(C)c1nc(OCCOC(=O)c2ccccc2)nc(N(C)C)n1,-1,0.1,1.1,-5,0.3,-1.7,-1,4,4,0.6,0.0
O=C(Nc1ccccc1C(=O)N1CCCC1)c1ccc(Cl)cc1Cl,-2,1.1,-0.5,-1,-2.4,-0.8,1,-4,11,0.6,-0.1
COC(=O)c1ccc(N=NN2CCOCC2)cc1,5,6.4,1.9,4,4.0,-1.0,9,6,14,9.9,2.3
CCCCOCCCNC(=O)C[C@H]1C[C@@]2(C(=O)OC)C(=C[C@H](C(C)(C)C)O[C@@H]2C)N(Cc2ccco2)C1=O,0,/,/,-16,-2.9,-1.5,-1,4,6,0.4,-1.2
CC(C)n1cc(C(=O)c2cc(Br)ccc2O)cc(C#N)c1=O,-3,-1.4,-2.5,-16,-1.9,-1.5,-2,-2,-15,-3.5,-0.2
CCOc1ccc(N/C(N)=N/c2nc(CSc3nnc(C)s3)cc(=O)[nH]2)cc1,-6,-3.0,-2.9,5,-1.5,-1.4,-3,-7,2,-0.3,0.3
CCNC(=O)C1CCCN(Cc2cc(-c3ccccc3)on2)CC1 (configuration not stated),-3,3.0,/,-2,2.7,-0.6,-5,0,-11,6.9,0.0
CC(Nc1ncnc2nc[nH]c12)c1ccccc1 (configuration not stated),-1,-0.4,-1.2,0,-0.8,-1.4,2,1,-18,-2.4,-0.5

# Entries from the list above containing four or more nitrogen atoms (four):
SMILES,ADAM17 inh,FXN GAA850 act,DAX1 inh-1,HGIII-sPLA2 inh,hcDAF-12 act,ssDAF-12 act,PLC-gamma1 inh,PLC-beta3 inh,ADAM10 inh,hgDAF-12 ag,DAX1 inh-2
CON(C)S(=O)(=O)c1cccc(C(=O)Nc2ccc(S(=O)(=O)NC3=NCCCCC3)cc2)c1,-2,1.4,-1.2,-5,-2.6,-1.4,-2,-6,-4,-2.9,-1.8
CN(C)c1nc(OCCOC(=O)c2ccccc2)nc(N(C)C)n1,-1,0.1,1.1,-5,0.3,-1.7,-1,4,4,0.6,0.0
CCOc1ccc(N/C(N)=N/c2nc(CSc3nnc(C)s3)cc(=O)[nH]2)cc1,-6,-3.0,-2.9,5,-1.5,-1.4,-3,-7,2,-0.3,0.3
CC(Nc1ncnc2nc[nH]c12)c1ccccc1 (configuration not stated),-1,-0.4,-1.2,0,-0.8,-1.4,2,1,-18,-2.4,-0.5

# 2 entries picked at random from the list so far, as already listed:
SMILES,ADAM17 inh,FXN GAA850 act,DAX1 inh-1,HGIII-sPLA2 inh,hcDAF-12 act,ssDAF-12 act,PLC-gamma1 inh,PLC-beta3 inh,ADAM10 inh,hgDAF-12 ag,DAX1 inh-2
CON(C)S(=O)(=O)c1cccc(C(=O)Nc2ccc(S(=O)(=O)NC3=NCCCCC3)cc2)c1,-2,1.4,-1.2,-5,-2.6,-1.4,-2,-6,-4,-2.9,-1.8
O=C(NC1CCCc2ccccc21)c1cn2ccccc2n1 (configuration not stated),2,3.4,-0.1,1,1.1,-0.9,-1,-4,0,2.4,0.3

# (continued)
SMILES,ADAM17 inh,FXN GAA850 act,DAX1 inh-1,HGIII-sPLA2 inh,hcDAF-12 act,ssDAF-12 act,PLC-gamma1 inh,PLC-beta3 inh,ADAM10 inh,hgDAF-12 ag,DAX1 inh-2
COC(=O)C1=C(C)N(Cc2cccc(C(F)(F)F)c2)C(=NCc2ccc(OC)cc2)NC1c1cccc(C(F)(F)F)c1 (configuration not stated),1,/,/,-5,-1.9,-1.2,1,-1,-4,1.1,0.0
Cc1nnc(SCC(=O)Nc2cccc([N+](=O)[O-])c2)n1CC1CCCO1 (configuration not stated),-1,-0.3,1.9,-2,-1.7,-1.4,0,5,5,-0.1,-0.1
O=C(CSC1=NS(=O)(=O)c2ccccc21)Nc1ccccc1,-3,3.1,0.7,-1,1.9,-1.3,-1,2,-14,2.9,0.3
CC(NC(=O)C(C)N1C(=O)c2cccc([N+](=O)[O-])c2C1=O)c1ccccc1 (configuration not stated),-2,-1.7,-0.6,4,-1.1,-1.0,2,-9,1,1.3,-0.2
CC1CN(C(=O)CSc2nnc(-c3cccs3)n2N)CC(C)O1 (configuration not stated),-1,-0.9,-0.2,-1,0.8,-0.7,0,-8,-2,-0.7,-1.0
Cc1ccc(C2c3c(-c4ccccc4O)n[nH]c3C(=O)N2Cc2ccncc2)cc1 (configuration not stated),4,-4.5,-0.3,-34,-2.0,-1.4,4,3,12,0.8,-2.4
Cc1ccc(C(=O)NC(NC(=O)c2ccc(C)cc2)c2cccc([N+](=O)[O-])c2)cc1,0,-2.0,-0.4,-33,0.6,-1.4,1,3,2,-1.1,-0.2
CCOc1ccc(C2/C(=C(/O)c3ccc4c(c3)CC(C)O4)C(=O)C(=O)N2CCCn2ccnc2)cc1OCC (configuration not stated),-1,-0.2,0.0,-8,-1.3,-0.1,-1,-12,3,-1.1,0.5
Cc1ccc(S(=O)(=O)Nc2ccc(C(=O)N3CCCC3)cc2)cc1,0,0.7,-0.3,-5,-0.4,-1.5,0,-2,6,-1.4,0.8
O=C(Nc1cccc(F)c1)Nc1cnccn1,-4,2.1,0.4,-1,0.7,-0.9,1,-5,-18,-0.7,0.2
CC(Sc1nc2c(c(=O)[nH]1)CCCC2)C(=O)Nc1ccc(Br)cn1 (configuration not stated),0,-0.7,1.7,0,-1.8,-1.4,0,-4,-7,-1.0,0.3
Cc1ccccc1Nc1c(C)c(C)nc2ncnn12,-3,3.1,-1.4,0,-3.4,-1.4,1,-4,12,-6.5,-0.9
Cc1cccc(CN2CCN(C(=S)Nc3ccccc3)CC2)c1,0,0.7,11*,7,0.8,-1.8,0,2,-7,0.2,1.0
Cc1onc(-c2c(Cl)cccc2Cl)c1COC(=O)c1ccc([N+](=O)[O-])cc1,-5,2.2,-1.2,2,-1.6,-1.8,0,-2,3,0.1,-0.7
COCCn1c(N)c(N(Cc2ccccc2)C(=O)c2ccc(N3CCCC3=O)cc2)c(=O)[nH]c1=O,-4,1.0,0.6,11,-1.1,-0.6,-2,-3,-10,2.5,3.3
CCn1c(SCC(=O)NCc2ccco2)nc2cccnc21,-5,-0.4,-0.1,-3,-0.9,-0.6,1,1,-1,-0.9,-0.8
COc1cc(C(=O)NCc2nc(C)cs2)ccc1OC1CCN(C(C)=O)CC1,0,3.1,1.3,11,-0.5,-1.0,1,-6,4,-0.3,1.3
Cc1nn(C)cc1/C=N/NC(=S)Nc1ccc(Cl)cc1Cl,3,1.4,1.3,7,-1.8,-1.5,1,-1,10,3.9,0.1
Cc1ccc2c(C(=O)CN3CCSCC3)c(C)[nH]c2c1,-2,-0.6,0.0,-2,-0.4,-0.4,-1,-5,-3,1.1,1.4
Cc1onc(-c2ccccc2Cl)c1C(=O)N1CCCCC1C(=O)O (configuration not stated),-3,-0.6,2.7,7,-1.0,0.4,-1,-4,-10,1.0,0.6
O=[N+]([O-])c1ccccc1/C=C/C=N/Nc1ccc(S(=O)(=O)Nc2ccc(Cl)cc2)cc1[N+](=O)[O-],-1,-0.2,0.1,-3,2.6,-1.1,0,3,-3,-2.5,0.4
O=C(Nc1cc(S(=O)(=O)N2CCOCC2)ccc1N1CCCC1)c1ccc2c(c1)S(=O)(=O)c1ccccc1C2=O,-4,2.1,-0.4,6,-2.3,-1.9,-9,-11,-9,-1.9,-0.4
Nc1ccccc1C(=O)Nc1nccs1,i,3.0,0.6,-1,1.7,-1.1,i,i,i,1.3,0.9
COc1ccccc1-n1ccnc(SCC(=O)NCc2ccccc2Cl)c1=O,-11,-1.0,0.2,4,-0.2,-1.1,-36,-37,-43,5.2,0.8
O=C(NCc1cccc(C(F)(F)F)c1)c1cccc(Cl)c1Cl,-2,1.3,-0.3,3,-1.8,-1.9,0,-1,9,2.9,-1.2
Clc1c(OCCCn2ccnc2)ccc2ccccc12,-3,2.1,-1.1,-25,-2.0,-0.9,1,-9,8,-3.6,-0.5
CC(C)CCNC(=O)CO/N=C/c1ccccc1OC(F)F,0,1.9,-0.1,-3,0.7,-1.1,2,3,-1,0.5,-0.4
CCN1CCN(C(=O)c2cc3sccc3n2CC(=O)c2ccccc2)CC1,0,0.4,0.2,4,1.9,1.2*,2,2,4,0.1,1.8
CCOC(=O)N(O)c1ccc(C=Cc2ccccc2)cc1,-6,-15,-0.7,-54,0.9,-2.0,-10,-18,-13,3.2,-2.2
O=C(Nc1ccc(C(=O)N2CCCCC2)cc1)[C@H]1O[C@@H](n2ccc(=O)[nH]c2=O)[C@H](O)[C@@H]1O,4,/,/,16,0.6,-1.2,3,1,-10,0.6,3.7*
CCCc1nn2c(=O)cc(CSCC(=O)Nc3ccc(OC)cc3)nc2s1,-1,0.0,0.3,7,1.8,-1.2,-2,-7,-12,0.6,-0.3
CCN(CC)c1ccc([N+](=O)[O-])cc1/C=N/NC(=O)CC#N,8,0.6,1.1,-30,-1.7,-0.8,2,3,13,-1.8,-0.4
COCc1c(C(=O)N2CCN(S(=O)(=O)c3ccccc3Cl)CC2)oc2ccccc12,-4,0.8,-0.2,-11,0.2,-1.2,4,-6,4,0.3,-1.2
CCN(CC)C(=O)CSc1nnc(SC(C)C(=O)NC2CC2)s1 (configuration not stated),-4,-0.9,1.9,3,0.2,-1.4,-1,-2,-9,4.2,-0.5
Cc1ccc(-c2ccc(=O)n(CC(=O)NCCCN3CCCCC3)n2)cc1,-12,3.1,0.2,-3,2.2,-1.7,-7,-7,-21,-0.1,-0.2
O=[N+]([O-])c1ccc(-c2cnc(SC(c3ccccc3)c3ccccc3)[nH]2)cc1,10.0*,-2.1,-2.0,-9,-0.9,-1.4,-27,-34,17,2.1,-0.9
COc1ccc(CCNC(=O)CN(C)S(=O)(=O)c2cccs2)cc1,1,0.3,-0.9,-4,-0.2,-1.4,0,-4,-4,0.2,-0.3
